Screening data: PubChem BioAssay, National Center for Advancing Translational Sciences (NCATS)
FEN1 inhibitor = blocks human flap endonuclease 1. Recombinant FEN1 flap cleavage, fluorescence, 15 min. AID 588795. actives 0.35% (n = 390,000). P39748. Potency, µM (doses to about 114 µM), without a hit: top-dose activity change, negative = inhibition, most hits filed as inhibitors; note: nearly all actives have a fitted effect of over 65% in size
Target sequence (P39748 whole entry, looked up): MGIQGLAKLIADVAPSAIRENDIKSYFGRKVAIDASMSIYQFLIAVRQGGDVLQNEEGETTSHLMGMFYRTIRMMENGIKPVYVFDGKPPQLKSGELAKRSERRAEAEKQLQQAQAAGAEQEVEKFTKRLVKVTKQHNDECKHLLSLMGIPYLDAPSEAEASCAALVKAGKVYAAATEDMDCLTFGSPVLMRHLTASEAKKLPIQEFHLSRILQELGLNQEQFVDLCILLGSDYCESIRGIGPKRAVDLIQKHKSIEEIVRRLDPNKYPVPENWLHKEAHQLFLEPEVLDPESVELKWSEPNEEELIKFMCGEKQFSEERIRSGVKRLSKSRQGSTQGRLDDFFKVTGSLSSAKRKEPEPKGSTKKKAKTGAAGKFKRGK
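With each library titrated from low to high concentration, compounds met 10 nM FEN1 for 15 min at room temperature before 50 nM substrate was added; readings at 0 and 15 min fed four-parameter Hill curve fits.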
N370S GC = inhibitors or activators of N370S glucocerebrosidase for Gaucher disease; Potency, µM (highest dose often 59.4 µM), for the others: top-dose activity change, negative = inhibition, most hits filed as inhibitors; P04062; N370S GC spleen homogenate, 4MU-glucoside fluorescence; actives 0.092% (n = 330,000);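 note: 0% = full enzyme activity and -100% = no enzyme basal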
KAT2A inh = inhibitors of human GCN5L2 histone acetyltransferase; Q92830; AID 504327; GCN5L2 HAT assay, ThioGlo1 CoA-SH fluorescence; Potency, µM (doses to about 58.9 µM), without a hit: top-dose activity change, negative = inhibition, usual class: inhibitors; actives 0.21% (n = 390,000)
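qHTS, 1536-well. 20nM enzyme, pH 7.5 HEPES/EDTA/Tween-20 buffer; 15 min compound preinc., RT. Start: 75uM H3(1-25), 70uM AcCoA, 50uM ThioGlo1. Read Ex340/Em540 at t=0 (autofluorescence flag) and t=20 min.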
* = called active by the depositor; ? = inconclusive; . = not tested or not shown; & = joins results of further samples. Calls come from the whole dose curve; as a rule, active = well fitted curve in the direction sought with a large enough effect; inconclusive = small, poorly fitted or top-dose-only effect, or another doubt; inactive = no such curve, though single readings can be large; an effect the other way counts as inactive or inconclusive. Unless noted, % is set by controls: 0 for no effect and ±100 for the full control effect; potency is the fitted concentration of half-maximal effect. The list is partial (hit frequency here may not be typical).

The line under a structure holds: FEN1 inhibitor, N370S GC, KAT2A inh
CN(c1nc2ccccc2nc1Cl)S(=O)(=O)c1ccccc1
→ 0%, 0%, -7%
O=C(CSc1nc(-c2cccs2)nc2ccccc12)NC1CCS(=O)(=O)C1 (stereo not given)
→ -1%, ., 1%
COc1cc(OC)cc(C(=O)Nc2ccc(S(=O)(=O)Nc3cc(C)nc(C)n3)cc2)c1
→ 14%, 6%, -7%&-10%
Cc1ccccc1Cn1nnc2sc3c(c2c1=O)CCCC3
→ 8%, ., -6%
Nc1cccc(C(=O)Nc2ccc(N)cc2Cl)c1
→ -9%, 0%, -4%
Cc1ccc(S(=O)(=O)Cn2cnnn2)cc1
→ -7%, 9%, 1%
COc1ccc(-c2nc(CS(=O)(=O)CC(=O)NCc3ccccc3Br)c(C)o2)cc1
→ -2%&-18%, 5%, -17%&-8%
COc1ccc(C(=O)C2CCCN(C(=O)c3noc4c3CCCC4)C2)c(C)c1 (stereo not given)
→ 13%, -16%, -11%
CCOC(=O)N1CCc2c(sc(NC(=O)CN3CCOCC3)c2C#N)C1
→ 1%, -11%, -2%
CC(C)(C)c1cc(CN2CCOCC2)c(C(=O)O)o1
→ -10%, -14%, 3%
CC(C)(C)NC(=O)C(c1ccccn1)N(C(=O)c1csnn1)C1CCCC1 (stereo not given)
→ -3%, -5%, -2%
Cc1cc(C)cc(S(=O)(=O)Cc2noc(C(=O)NCc3ccccc3)c2C(=O)NCc2ccccc2)c1
→ -18%, ., -6%
COc1ccc(NC(=O)c2ccc(S(=O)(=O)N3CC(C)OC(C)C3)cc2)cc1 (stereo not given)
→ 3%, ., -4%
COc1ccc(CC(=O)NCc2cccc(CNC(=O)Cc3ccc(OC)c(OC)c3)c2)cc1OC
→ -1%, 1%, 2%
CCOC(=O)C(=O)C1=CN(Cc2ccccc2)C=C(C#N)C1
→ -15%, 0%, -5%
c1ccc(Cc2nn3c(Cn4cnc5ccccc54)nnc3s2)cc1
→ -6%, 0%, -9%
CN(C)c1ccc(C(c2nnnn2C(C)(C)C)N2CCc3ccccc3C2)cc1 (stereo not given)
→ ., 7%, -1%
Cc1ccc2c(c1)c1c(c(=O)n(Cc3ccccc3)c(=O)n1Cc1cccc(C(F)(F)F)c1)n2C
→ 1%, ., -7%
CCc1ccc(NC(=O)CSc2ncc(S(=O)(=O)c3cc(C)ccc3C)c(=O)[nH]2)cc1
→ -5%, ., -3%
O=C(NCc1ccc(F)cc1)c1cc(Sc2ccc(F)cc2F)nc2ccccc12
→ -1%, ., -8%
O=C(Nc1nnc(-c2ccccc2SCc2ccccc2)s1)Nc1ccccc1F
→ -1%, 3%, -1%
Cc1cc2oc(=O)cc(CN(C)Cc3cccc(F)c3)c2cc1C
→ -17%, 1%, -3%
O=C(CSc1ncccn1)NC1CCCc2ccccc21 (stereo not given)
→ -4%, -11%, -3%
CCOC(=O)c1cc([N+](=O)[O-])sc1NC(=O)CC
→ 5%, -3%, -9%
COc1ccc(N(CC(=O)NC2CCCC2)C(=O)Cn2nnc(-c3ccc(C)cc3)n2)cc1OC
→ -6%, -4%, -4%
Cc1ccccc1NC(=O)CSc1ccc(-c2cccs2)nn1
→ -3%, ., -9%
CCc1ccc(C(=O)COC(=O)C(CCSC)NC(=O)C23CC4CC(CC(C4)C2)C3)cc1 (stereo not given)
→ 1%, 13%, 1%
O=C1CC(c2ccccc2)C(C(=O)Nc2ccccc2F)N1 (stereo not given)
→ -7%, 0%, 0%
O=C(NCCc1c[nH]c2ccccc12)/C(=C/c1cccnc1)NC(=O)c1ccco1
→ 6%, 0%, -5%
O=C(C1CCN(C2CC(=O)N(c3ccc(F)cc3)C2=O)CC1)N1CCOCC1 (stereo not given)
→ 1%, -3%, -2%
COc1ccc(C(=O)Nc2cccc(C(=O)N3CCCC3)c2)cc1
→ 6%, 8%, 4%
COC(=O)c1c(NC(=O)C(C)C)sc2c1C(C(=O)OC)CC2 (stereo not given)
→ -1%, -9%, -3%
COc1cc(/C=N/N(C)C)cc(Br)c1O
→ 12%, 0%, -5%
Cc1nc2ccccn2c1C(=O)NCc1ccc2c(c1)OCO2
→ -6%, 2%, -6%
CC1=N/C(=C/c2cccnc2)C(=O)O1
→ -1%, 4%, -1%
CCN(c1cccc(C)c1)c1ncnc2nc[nH]c12
→ 20%, 5%, -11%
COc1cccc2c1OCC(C(=O)OCc1cccnc1)=C2
→ -2%, 2%, -10%
Cc1nc(NCCc2cnc[nH]2)c2oc3ccccc3c2n1
→ 0%, -6%, -3%
Cc1ccc(NC(=O)C2C(C(=O)O)C3C=CC2C32CC2)cc1 (stereo not given)
→ -13%, 5%, 0%
CCCCn1nnc(NC(=O)c2ccc(-c3ccccc3[N+](=O)[O-])o2)n1
→ -9%, -6%, -14%
Fc1ccc(CNc2ncnc3cc(Cl)ccc23)cc1
→ -5%, -2%, 26%
COC(=O)c1ccc(CN=C(NS(=O)(=O)c2ccccc2)c2ccccc2)cc1
→ -16%, ., -4%
Cc1cc(C)cc(OCC(=O)Nc2ccc(-c3nc4ccccc4o3)cc2)c1
→ 6%, ., 0%
Cc1nc(SCC(=O)Nc2ccccc2F)[nH]c(=O)c1Cc1ccccc1
→ -4%, ., 1%
O=C(Cc1ccccc1Cl)NCc1cccnc1
→ -6%, -18%, -5%
Cc1ccc(CNC(=O)C2CCCN(S(=O)(=O)c3ccc(F)cc3)C2)cc1 (stereo not given)
→ 4%, 1%, 2%
CCCC(=O)Nc1nc(-c2ccc(Cl)s2)cs1
→ 19%, -15%, 0%
COc1ccccc1S(=O)(=O)CC(O)COc1ccc(F)cc1Cl (stereo not given)
→ 6%, 7%, -5%
CCCOc1ccccc1OCC(=O)Nc1ccc(S(=O)(=O)N2CCCC2)cc1
→ 13%, -8%, -15%
COc1ccc(-c2csc(NC(=O)CN3C(=O)NC4(CCCC4)C3=O)n2)cc1
→ -1%, -24%, -5%
CCOC(=O)c1c[nH]c2c(C)ccc(Cl)c2c1=O
→ 2%, -10%, -14%
CCOc1ccccc1NC(=O)c1nc[nH]c1C(=O)Nc1ccccc1OCC
→ -1%, 5%, -8%
COc1ccccc1C(=O)Nc1ccc(C(=O)c2ccccc2)cc1
→ -23%, 23%, -3%
C[C@H](NC(=O)c1nc[nH]c1C(=O)N[C@@H](CCCCN)C(=O)OC(C)(C)C)C(=O)OCc1ccccc1
→ 18%, ., 0%
CC(C)(/C=N/O)/[N+]([O-])=C/c1ccco1
→ -7%, -3%, -3%
CC(C)OP(=O)(CCP(=O)(OC(C)C)OC(C)C)OC(C)C
→ -1%, 7%, -3%
CCOc1cc(N2CCOCC2)c(OCC)cc1NC(=O)Cc1cccc(OC)c1
→ -12%, 2%, -2%
COc1ccccc1OCC(=O)Nc1ccc(S(=O)(=O)Nc2cc(C)on2)cc1
→ -2%, -7%, -7%
CCOC(=O)c1cc2sccc2n1Cc1ccccc1
→ -18%, 9%, -13%
O=C1/C(=C\c2ccc(-c3ccccc3[N+](=O)[O-])o2)C(c2ccccc2)=NN1c1ccccc1
→ -5%, -10%, -17%

Remaining list, next part.
Structure,FEN1 inhibitor,N370S GC,KAT2A inh
CC(=O)N(C(C)=O)n1c(/C=C/c2cccc([N+](=O)[O-])c2)nc2ccccc2c1=O,10%,-18%,2%
COc1ccc(-c2cc(C(=O)N3CCCC3)no2)cc1OC,3%,2%,-8%
O=C(Cn1ccc(NC(=O)OCc2ccccc2)nc1=O)NCc1nc2ccccc2[nH]1,-4%,.,1%
Cc1cc(C)cc(C(=O)N2CC(=O)Nc3ccc(C)cc3C2c2ccccc2)c1 (stereo not given),-14%,.,-10%
O=C(/C=C/c1ccc(Cl)cc1)N1CCN(c2ccc([N+](=O)[O-])c(N3CCOCC3)c2)CC1,3%,11%,5%
O=C(CSc1nnc(CNC(=O)c2ccccc2F)o1)c1ccccc1,-10%,0%,-3%
CCOc1cc(C(=O)Nc2ccc(-c3cn4cccnc4n3)cc2)cc(OCC)c1OCC,4%,.,-3%
CCN(CC(=O)Nc1ccccc1C(F)(F)F)C(=O)CCc1c(C)[nH]c(=O)c(C#N)c1C,11%,-1%,-3%
Cc1ccc(C)c(Nc2nc3c(S(=O)(=O)c4ccc(Br)cc4)nnn3c3ccsc23)c1,?,.,?
O=C(Nc1ccc2c(c1)OCO2)c1ccc(Br)c(S(=O)(=O)N2CCCC2)c1,-14%,1%,-12%
COc1ccc(C(=O)NCc2ccccc2)cc1S(=O)(=O)N1CCCc2ccccc21,-3%,7%,-13%
O=C(COC(=O)C1CC(=O)N(CCc2ccccc2)C1)c1ccc[nH]1 (stereo not given),-9%,.,2%
O=C(c1cc(-c2ccccc2Cl)on1)N1CCCC1,-14%,1%,-4%
CC12CCC(C(=O)NNc3ccc([N+](=O)[O-])cc3)(CC1=O)C2(C)C (stereo not given),17%,12%,-7%
Cc1cccc(NC(=O)c2nc[nH]c2C(=O)N[C@@H](C)C(=O)OCc2ccccc2)c1,3%,8%,-19%
Cc1cccc(-c2nnc(SCC(=O)N3CCOCC3)o2)c1,-16%,0%,1%
O=c1cc(O)c2ccc(O)cc2o1,4%,2%,-2%
O=C1NC(=Nc2ccccc2)S/C1=C\c1cccn1-c1ccccc1,-11%,4%,1%
Cc1cc(C)c(S(=O)(=O)NCCOc2ccccc2)c(C)c1-n1cnnn1,1%,10%,-7%
CCn1c(C)cc(C(=O)CSc2nnc(-c3ccco3)o2)c1C,-13%,.,-1%

Continued (4 carried over from the part before).
Structure,FEN1 inhibitor,N370S GC,KAT2A inh
O=c1cc(O)c2ccc(O)cc2o1,4%,2%,-2%
O=C1NC(=Nc2ccccc2)S/C1=C\c1cccn1-c1ccccc1,-11%,4%,1%
Cc1cc(C)c(S(=O)(=O)NCCOc2ccccc2)c(C)c1-n1cnnn1,1%,10%,-7%
CCn1c(C)cc(C(=O)CSc2nnc(-c3ccco3)o2)c1C,-13%,.,-1%
COc1cc([N+](=O)[O-])ccc1NC(=O)CCCOc1ccccc1,-2%,-2%,-5%
O=C(COC(=O)/C=C/c1ccc(F)cc1)NC1CCCCCC1,2%,.,1%
O=C(Nc1nnc(SCc2ccc(F)cc2)s1)c1ccc2ncsc2c1,?,-4%,1%
FC(F)(F)c1ccc(N2CCN(Cc3ccc4c(c3)OCO4)CC2)nc1,-18%,-3%,-1%
CCN1C(=NCCOC)N[C@@H](c2cccc(C(F)(F)F)c2)C(C(=O)OC)=C1C,-6%,-5%,-1%&-2%
Cc1ccc(NC(=O)Nc2cccc3ccccc23)cc1,-12%,-2%,-5%
CC(=O)c1ccc(NC(=O)C2CCCN2S(=O)(=O)c2ccc(C)cc2)cc1 (stereo not given),-6%,3%,3%
CC(C)CNC(=O)c1cccc(NC(=O)c2ccc(Cl)c([N+](=O)[O-])c2)c1,-13%,1%,-8%
CCc1cnc2c(c1SCC(=O)N1CCC(C)CC1)c(=O)n(C)c(=O)n2C,-6%,.,1%
CC1=N/C(=C/c2cc(Br)cc(Br)c2O)C(=O)O1,4%,0%,-14%

No new results follow: an excerpt of the list.
Structure,FEN1 inhibitor,N370S GC,KAT2A inh
COc1cc([N+](=O)[O-])ccc1NC(=O)CCCOc1ccccc1,-2%,-2%,-5%
O=C(COC(=O)/C=C/c1ccc(F)cc1)NC1CCCCCC1,2%,.,1%
O=C(Nc1nnc(SCc2ccc(F)cc2)s1)c1ccc2ncsc2c1,?,-4%,1%

Later entries.
Structure,FEN1 inhibitor,N370S GC,KAT2A inh
Cc1ccc(CNC(=O)COc2ccc(C(=O)c3ccc(F)cc3)cc2)cc1,2%,-3%,26%
CC(C)(C)OC(=O)C[C@@H]1C/C=C\C[C@H](CC(=O)N(CCO)Cc2ccccc2)C(=O)N[C@@H](Cc2ccccc2)COC1=O,-7%,.,1%
CCCCn1c(N)c(N(CCC(C)C)C(=O)COC(=O)/C=C/c2ccc(F)cc2)c(=O)[nH]c1=O,1%,.,4%
CCN1CCCC1CNC(=O)C(=O)NC(C)C (stereo not given),0%,5%,0%
O=C(O)CCN1C(=O)c2ccc(Oc3ccc([N+](=O)[O-])cc3)cc2C1=O,-1%,-6%,-1%
CCOC(=O)Cn1c(=O)c(-c2cc(Br)ccc2N)nc2ccccc21,-2%,5%,-1%
O=C(CCC1N=C2c3ccccc3N=C(SCc3ccccc3F)N2C1=O)NCc1ccccc1 (stereo not given),15%,.,0%
COc1cc2cnc(CCCC#N)cc2cc1OC,16%,.,1%
COc1cc(C(=O)N/N=C/c2ccc(OC(=O)c3ccccc3Cl)c(OC)c2)ccc1O,1%,-17%,-15%
COC(=O)c1cc(Br)c(=O)n(Cc2ccc(OC)c(OC)c2)c1,3%,26%,-3%
COc1cc(-c2nnn(CC(=O)NC3CCS(=O)(=O)C3)n2)ccc1OCc1ccccc1 (stereo not given),4%,-3%,-1%
Cc1c(C(=O)O)oc2ccc(S(=O)(=O)N3CCC(C)CC3)cc12,-3%,11%,7%
